# S2 tox – cell viability loss in ATXN counter-screen; S2 cells (HEK-293 line with an ATXN2-luciferase reporter) viability, CellTiter-Fluor protease fluorescence, 24 h; Potency, µM (series often up to 56.7 µM), actives largely listed as cytotoxic; 400,000 tested, 0.49% active; further: potency means the concentration at half of the fitted maximal effect; nearly all actives have a fitted effect of over 40% in size
# MCF10A rereplic – DNA re-replication induction in MCF 10a cells; 350,000 tested, 2.9% active; MCF 10A DNA re-replication, Hoechst nuclear intensity, 48 h; Potency, µM (series often up to 46.1 µM), for inactives: top-dose activity, positive = re-replication, hits mostly activators; further: potency means the concentration at half of the fitted maximal effect; % of control where 0% means no effect; nearly all actives have a fitted effect of over 50% in size
# SW480 rereplic – inducers of DNA re-replication in SW480 colon cancer cells; SW480 DNA re-replication, Hoechst DNA content imaging, 48 h; Potency, µM (top dose mostly 46.1 µM), for the others: top-dose re-replication activation, actives largely listed as activators; 340,000 tested, 1.8% active; further: potency means the concentration at half of the fitted maximal effect; % of control where 0% means no effect; nearly all actives have a fitted effect of over 55% in size
#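 Per well, 250 cells were exposed to pinned compound for 48 hr. Nuclear DNA was visualised with Hoechst (40 min, 37 C) and total object intensity recorded by fluorescence scanning.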
# ATXN2 expr inh – ATXN2 expression inhibition; 360,000 tested, 0.72% active; AID 1745845; Potency, µM (series often up to 57 µM), for the others: at the top dose activity change, negative = inhibition, actives largely listed as inhibitors; HEK-293 ATXN2-luciferase reporter, luminescence, 24 h; further: potency means the concentration at half of the fitted maximal effect; on the % scale 0 is the no-effect control and ±100 the full control effect; nearly all actives have a fitted effect of over 55% in size
#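 qHTS (up to 57 uM final) was run with 24 h compound exposure of reporter cells at 37 °C. Each well was multiplexed: SteadyGlo luminescence measured ATXN2-luciferase expression after a fluorogenic Gly-Phe-AFC viability readout (25 uM final).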
# KB-V1 MDR tox – kills drug-selected multidrug resistant KB-V1 cells. KB-V1 MDR cells viability, CellTiter-Glo, 72 h. Potency, µM (highest dose often 46.1 µM), inactives show at the top dose activity change, negative = cytotoxicity, usual class: cytotoxic. 400,000 tested, 3.4% active. AID 1347076; further: potency means the concentration at half of the fitted maximal effect; on the % scale 0 is the no-effect control and ±100 the full control effect; nearly all actives have a fitted effect of over 60% in size
#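 Luminescent ATP read-out (CellTiter-Glo, 10 min) measures survival of drug-selected KB-V1 MDR cells after 72 h, 37 degrees C compound exposure. Medium: phenol-red-free DMEM, 10% FBS. Values from fitted concentration-response curves.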
# HT1080 IDH1KD tx – kills HT-1080 cells with IDH1 knockdown; HT-1080 IDH1 knockdown viability, ATP luminescence, 48 h; Potency, µM (titrated, usually from 46.1 µM), for the others: at the top dose activity, negative = toxicity, actives largely listed as cytotoxic; 360,000 tested, 2% active; AID 686971;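 further: potency means the concentration at half of the fitted maximal effect; 0% = DMSO wells and -100% = cell-free medium wells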
#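 In this qHTS, HT-1080 cells depleted of IDH1 are exposed for 48 h at 37 °C to compound titrations. Toxicity is scored from CellTiter-Glo luminescence, with DMSO as full viability and medium alone as none.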
# HT1080-NT tox – kills 2HG-producing HT-1080-NT fibrosarcoma cells; HT-1080-NT fibrosarcoma viability, CellTiter-Glo ATP luminescence, 48 h; Potency, µM (top dose mostly 46.1 µM), inactives show at the top dose activity, negative = less viability, actives largely listed as cytotoxic; 360,000 tested, 1.6% active; AID 686970;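 further: NT is the 2HG producing partner of a matched IDH1 knockdown line; potency means the concentration at half of the fitted maximal effect; 0% = DMSO-treated cells and -100% = media-only wells without cells; nearly all actives have a fitted effect of over 55% in size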
#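 Toxicity toward the 2HG-producing NT line was scored as %Activity, normalised to DMSO and no-cell wells, from CellTiter-Glo luminescence after 48 hours' treatment.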
# IL1B secr inh – blocks inflammasome-driven IL-1 beta release; THP-1 LPS/ATP IL-1B secretion, AlphaLISA, 16 h; stronger effect = lower value; activity change, % at 57.5 µM; AID 743279; 360,000 tested, 4.7% active; in the data active means activity change below about -50%; inconclusive means mostly about -30% to -49%; further: on the % scale 0 is the no-effect control and ±100 the full control effect
#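 Secreted IL-1B measured by AlphaLISA bead assay after 16 h compound exposure of THP-1 cells; compounds (final up to 57.5 uM) added 1 h before LPS (250 ng/mL) and ATP (1.25 mM) stimulation; lower signal means less secretion.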
# KB-3-1 cytotox – kills parental KB-3-1 adenocarcinoma cells; KB-3-1 viability, CellTiter-Glo ATP luminescence, 72 h; Potency, µM (titrated, usually from 46.1 µM), without a hit: at the top dose activity change, negative = cytotoxic, usual class: cytotoxic; 400,000 tested, 1.4% active; further: potency means the concentration at half of the fitted maximal effect; on the % scale 0 is the no-effect control and ±100 the full control effect; nearly all actives have a fitted effect of over 60% in size
#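 Viability of parental KB-3-1 cells, measured by CellTiter-Glo luminescence, followed a 72 h incubation at 37 °C with pinned compounds in phenol-red-free DMEM containing 10% FBS.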
# * hit, by the source's call; i = inactive; ? = inconclusive; · = no result given; & = joins results of further samples; [ ] = another dose, or the depositor's remark. Unless noted, the call rests on the fitted dose curve; in most records, active means well fitted curve in the direction sought with a large enough effect; inconclusive means small, poorly fitted or top-dose-only effect, or another doubt; inactive means no such curve, though single readings can be large; an effect the other way counts as inactive or inconclusive.
molecule	S2 tox	MCF10A rereplic	SW480 rereplic	ATXN2 expr inh	KB-V1 MDR tox	HT1080 IDH1KD tx	HT1080-NT tox	IL1B secr inh	KB-3-1 cytotox
O=C(NCC1CCCO1)c1ccc(Br)s1 (stereo not given)	i	2%	-19%	10%	14%	19%	19%	0	0%
O=C(CCCN1C(=O)/C(=C/c2cccs2)SC1=S)Nc1ccccn1	?	11%	-15%	?	-8%	-20%	3%	-10	-4%
Cc1ccccc1NS(=O)(=O)c1ccc2c(c1)n(C)c(=O)n2C	i	10%	15%	13%	8%	1%	-1%	28	11%
Cc1cccc(NC(=O)CSc2nc3ccccc3o2)c1	i	5%	-5%	102%[activator]	3%	15%	27%	15	5%
CC(Oc1ccc(F)cc1)C(=O)Nc1ccc(N2CCOCC2)cc1N1CCOCC1 (stereo not given)	i	-13%	-27%	-4%	-1%	4%	-2%	-7	10%
CCN1C(C(=O)c2ccccc2)=C(Nc2ccccc2C)c2ccccc2S1(=O)=O	i	-1%	4%	3%	0%	-1%	-1%	?	-6%
CC(C)c1cc(CN2CCOCC2)cc(C(C)C)c1O	i	1%	-4%	-5%	8%	8%	3%	-7	-7%
COc1ccc(-n2c(SCC(=O)N3CCOCC3)nc3ccccc3c2=O)cc1	i	-1%	-1%	2%	·	-2%	3%	8	·
Brc1ccc(CN2CCc3nc(N4CCN(c5ncccn5)CC4)ncc3C2)cc1	?	·	·	-11%	-26%	·	·	·	-28%
COC(=O)[C@]12CCCCC=C1N(Cc1ccccc1)C(=O)[C@H](CC(=O)N1CCCCC1)C2	i	·	·	-6%	-19%	10%	3%	-2	-9%
CCNS(=O)(=O)c1ccc(CCC(N)=O)cc1	i	19%	28%	-11%	10%	2%	-11%	22	-2%
CCS(=O)(=O)N1CCc2cc(C(=O)NCc3ccccc3Cl)ccc21	i	·	·	10%	18%	·	·	·	1%
CCOC(=O)[C@@H]1[C@H]2COc3cc(OC)ccc3[C@@H]2N2C(=O)N(c3ccc(C)cc3)C(=O)[C@@]12C	?	-25%	?	-21%	14%	3%	15%	-4	3%
O=c1c2ccccc2c(-c2ccc(Cl)cc2)nn1-c1ccccc1	i	4%	4%	-6%	?	-10%	1%	10	1%
O=C(CN1C(=O)CSC1=O)Nc1ccccc1F	i	9%	-8%	-6%	19%	-9%	-3%	-6	-1%
OC[C@H]1O[C@H](OC[C@H]2O[C@H](OC[C@H]3O[C@H](O[C@]4(CO)O[C@H](CO)[C@@H](O)[C@@H]4O)[C@H](O)[C@@H](O)[C@@H]3O)[C@H](O)[C@@H](O)[C@H]2O)[C@H](O)[C@@H](O)[C@H]1O	i	-21%	36%	4%	19%	5%	2%	-24	0%

# Single records, from the list above. Order of screens: S2 tox, MCF10A rereplic, SW480 rereplic, ATXN2 expr inh, KB-V1 MDR tox, HT1080 IDH1KD tx, HT1080-NT tox, IL1B secr inh, KB-3-1 cytotox
# Profile of `COC(=O)[C@]12CCCCC=C1N(Cc1ccccc1)C(=O)[C@H](CC(=O)N1CCCCC1)C2` → i, ·, ·, -6%, -19%, 10%, 3%, -2, -9%
# Profile of `Cc1ccccc1NS(=O)(=O)c1ccc2c(c1)n(C)c(=O)n2C` → i, 10%, 15%, 13%, 8%, 1%, -1%, 28, 11%
# Profile of `CCS(=O)(=O)N1CCc2cc(C(=O)NCc3ccccc3Cl)ccc21` → i, ·, ·, 10%, 18%, ·, ·, ·, 1%

# (more compounds)
molecule	S2 tox	MCF10A rereplic	SW480 rereplic	ATXN2 expr inh	KB-V1 MDR tox	HT1080 IDH1KD tx	HT1080-NT tox	IL1B secr inh	KB-3-1 cytotox
Cc1cc(C)cc(NC(=O)[C@H](NC(=O)[C@@H]2Cc3ccccc3CN2)c2ccccc2)c1	i	65%	26%	13%	-12%	?	?	12	-8%
Cc1nc2ccccn2c1C(=O)NC1CCCC1	i	-2%	-2%	14%	0%	7%	7%	13	-3%
CCOc1ccccc1-c1nnc(SCC(=O)NC2CC2)n1CC	i	-2%	4%	7%	5%	-15%	1%	26	1%
CCN(CC)S(=O)(=O)c1ccc(N2CCCC2)c(NC(=O)CN2C(=O)NC3(CCCC3)C2=O)c1	?	-1%	-12%	-4%	13%	6%	10%	3	0%
Cc1ccc(C(=O)Nc2nccs2)cc1	i	-7%	0%	53%[activator]	?	-14%	-11%	4	-1%
CC1(C(=O)NCc2ccccc2)Cc2c(-c3ccc(C(N)=O)cc3)ccnc2O1 (stereo not given)	i	·	·	0%	2%	1.5µM*	?	44	8.2µM*
Cc1ccc(S(=O)(=O)Oc2ccc(/C=C(/NC(=O)c3ccccc3)C(=O)O)cc2)cc1	i	-6%	4%	-20%	7%	-1%	-1%	0	0%
NNC(=O)c1csc(-c2ccccc2)n1	?	-1%	-8%	0%	14%	16%	20%	22	6%

# No new results follow: 4 of the compounds above.
molecule	S2 tox	MCF10A rereplic	SW480 rereplic	ATXN2 expr inh	KB-V1 MDR tox	HT1080 IDH1KD tx	HT1080-NT tox	IL1B secr inh	KB-3-1 cytotox
Cc1cc(C)cc(NC(=O)[C@H](NC(=O)[C@@H]2Cc3ccccc3CN2)c2ccccc2)c1	i	65%	26%	13%	-12%	?	?	12	-8%
Cc1nc2ccccn2c1C(=O)NC1CCCC1	i	-2%	-2%	14%	0%	7%	7%	13	-3%
CCOc1ccccc1-c1nnc(SCC(=O)NC2CC2)n1CC	i	-2%	4%	7%	5%	-15%	1%	26	1%
CCN(CC)S(=O)(=O)c1ccc(N2CCCC2)c(NC(=O)CN2C(=O)NC3(CCCC3)C2=O)c1	?	-1%	-12%	-4%	13%	6%	10%	3	0%

# Later entries.
# Under each structure: S2 tox | MCF10A rereplic | SW480 rereplic | ATXN2 expr inh | KB-V1 MDR tox | HT1080 IDH1KD tx | HT1080-NT tox | IL1B secr inh | KB-3-1 cytotox
> CCCS(=O)(=O)NCc1ccc2c(c1)cc(C)n2C
    i | -19% | -30%[inhibitor] | 29% | -9% | -2%[9.24 µM] | ? | -69* | -1%
> CC1CCCC(C)N1C(=O)CSc1nc2c(c(=O)n(C)c(=O)n2C)n1C (stereo not given)
    i | -18% | -8% | -7% | -22% | 12% | 16% | 8 | -1%
> CCC1Oc2ccc(C)cc2N(CC(=O)NC2CCCCC2)C1=O (stereo not given)
    i | 8% | -2% | 4% | 15% | -25% | -16% | -8 | 4%
> CCCSc1nc2c(c(=O)[nH]c(=O)n2C)n1Cc1ccc(C)cc1
    i | 7% | -7% | -15% | -13% | 0% | -7% | 12 | 0%
> Cc1ccc(C23CC4CC(CC(C(=O)N5CCN(C)CC5)(C4)C2)C3)cc1
    ? | ? | 20% | · | ? | 1% | -16% | -26 | ?
> Cc1ccc(-c2nnn(CC(=O)N(c3cccc(F)c3)C(C(=O)NC(C)(C)C)c3ccco3)n2)o1 (stereo not given)
    · | 19% | 6% | 16%[11.3 µM] | ? | ? | ? | -3 | 0%
> CCC(C)c1ccc(NC(=O)COC(=O)c2nc3nccc(C)n3n2)cc1 (stereo not given)
    ? | -4% | 1% | · | 0% | 6% | 5% | -3 | 0%
> Cc1nc(-n2nc(C)c(CCC(C)C)c2C)sc1C(=O)Nc1ccc(Cl)cc1
    i | · | · | 21% | -10% | · | · | · | 3%
> Cc1c(C(=O)OCCOc2ccccc2)[nH]c2c1C(=O)CCC2
    i | ? | 8% | -20% | 12µM* | -19% | -17% | ? | -28%
> O=C1C2CCCN2C(=O)N1CCCCN1CCN(c2cccc(C(F)(F)F)c2)CC1 (stereo not given)
    i | 11% | 1% | · | -4% | -8% | 0% | 13 | -11%
> COc1ccccc1NC(=O)C(C)NS(=O)(=O)c1ccccc1 (stereo not given)
    i | 1% | 1% | -19% | 9% | 9% | 10% | 11 | 9%
> COc1ccc(C2CC(=O)C3=C(C2)Nc2ccccc2N(C(=O)C2CC2)C3c2cccnc2)cc1OC (stereo not given)
    i | -7% | 15% | -8% | ? | -4% | -11% | 1 | 1%
> COc1ccc(/C=C/C(=O)Nc2ccccc2Cl)cc1S(=O)(=O)N1CCOCC1
    i | 2% | -2% | -16% | -3% | -2% | -2% | -9 | -6%
> O=C(Nc1cccc(F)c1)[C@@H](c1ccccc1)N1Cc2ccccc2C1=O
    i | · | · | 1% | 0% | · | · | · | 4%
> CCc1ccc(NC(=O)CCNC(=O)Cn2cnc3ccccc3c2=O)cc1
    i | 1% | -3% | -3%&-18% | 3%&15% | -3% | 10% | 33 | 13%&-4%
> Oc1ccc(/C=C/c2ccc3ccccc3n2)cc1
    · | ? | 18µM* | · | -15% | -21% | -21% | -16 | ?
> CCN(c1cccc(C(F)(F)F)c1)S(=O)(=O)c1ccc2c(c1)CCN2C(C)=O
    i | ? | ? | ? | ? | ? | ? | ? | ?
> c1cc2c(c(NCc3ccncc3)c1)CCCC2
    i | -3% | -9% | · | 8% | -11% | -6% | 16 | -26%
> O=C(C1=C[C@H](c2ccc(C(F)(F)F)cc2)C[C@H](OCc2ccc(CO)cc2)O1)N1CCOCC1
    i | 4% | -6% | -1% | 0% | 9% | 7% | -9 | 11%
> COc1ccc(CN(C)C(=O)c2cccc(NC(=O)CC3SC(N4CCCCC4)=NC3=O)c2)c(OC)c1 (stereo not given)
    ? | ? | 6.5µM* | 20µM* | -3% | -27% | ? | -55* | 16µM*
> Cc1nn2c(-c3ccccc3)nnc2c2ccccc12
    i | 0% | -2% | 47%[activator] | 5.8µM* | -16% | -7% | -9 | ?
> CCCNc1c(NC(=O)c2cccs2)c(=O)oc2ccccc12
    i | 9% | ? | 4% | -17% | 6% | 2% | -4 | -16%
> CCOc1ccc(CC(=O)Nc2ccc(NC(=O)c3ccco3)cc2)cc1OCC
    i | 9% | 3% | -12% | ? | 12µM* | -24% | ? | -7%

# Compound activity: PubChem BioAssay, National Center for Advancing Translational Sciences (NCATS)
